# EP2 antag: human EP2 receptor antagonists, primary screen, TR-FRET cAMP, C6 glioma cells. inhibition, % at 25 µM. Prostaglandin E2 receptor EP2 subtype (Homo sapiens), P43116. 260,000 compounds, 0.52% hits. C6 glioma cells expressing human EP2; cells stimulated with saturating PGE2. AID 1422, 2008;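 active means percent inhibition above 40 after rounding to a whole number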;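 further: rat C6 glioma host cells with rolipram phosphodiesterase inhibitor present; the protocol text gives 20 µM as final concentration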
# Target sequence (P43116 whole entry, looked up): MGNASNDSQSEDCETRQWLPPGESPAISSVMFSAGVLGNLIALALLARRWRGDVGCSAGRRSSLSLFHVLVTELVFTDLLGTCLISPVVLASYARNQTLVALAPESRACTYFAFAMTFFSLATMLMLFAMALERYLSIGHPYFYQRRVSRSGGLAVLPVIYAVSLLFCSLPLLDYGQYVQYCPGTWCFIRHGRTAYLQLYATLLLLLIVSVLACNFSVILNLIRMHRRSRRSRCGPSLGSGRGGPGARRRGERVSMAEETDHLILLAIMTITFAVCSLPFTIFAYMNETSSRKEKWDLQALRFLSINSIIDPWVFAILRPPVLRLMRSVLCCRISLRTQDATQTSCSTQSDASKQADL
# * marks the source's active call; other numbers are inactive results.
Structure	EP2 antag
COc1ccc(/C(O)=C2/C(=O)C(=O)N(CCN(C)C)C2c2ccc(OC)c(OC)c2)cc1C (configuration not stated)	15.7
COCCn1nnnc1C(c1cc2cc3c(cc2[nH]c1=O)OCCO3)N1CCOCC1 (configuration not stated)	9.0
O=C(COc1ccc(Cl)cc1)Nc1nnc(-c2ccc3c(c2)OCO3)s1	8.9
Cc1ccc(C2N3CC4(C)CN2CC(C)(C3)C4)cc1 (configuration not stated)	11.8
CCCn1nnc(NC(=O)COc2cccc(C)c2)n1	3.5
COc1ccc(-n2c(=S)[nH]c3sc(C)c(C)c3c2=O)cc1	18.1
CC1CCc2c(sc3nc(C4CC4)nc(SCC(=O)N4CCCC4)c23)C1 (configuration not stated)	10.3
CCC(=O)N1CCc2cc(C(=O)CN3CCC(O)(c4ccc(F)cc4)CC3)ccc21	5.9
N#CCC(=O)Nc1ncc(Cc2ccccc2)s1	6.1
O=C(NCc1ccncc1)C(=O)Nc1cc(Cl)cc(Cl)c1	10.7
Cn1c(=O)c2c([nH]c(=S)n2Cc2ccc(Cl)cc2Cl)n(C)c1=O	13.2
O=C(NCc1ccccc1F)c1cn(C[C@H]2CCCN(C(=O)c3cccs3)C2)nn1	10.6
COc1ccc(C2CCN(Cc3cccnc3)CC2)cc1	4.0
O=c1[nH]c2cc3c(cc2cc1C(c1nnnn1C1CCCC1)N1CCCCC1)OCCO3 (configuration not stated)	11.3
COc1cccc(C(=O)N2CC=C[C@@H]2C(=O)NCCc2ccccc2)c1	9.1
COc1ccc(F)cc1S(=O)(=O)N1CC(C)OC(C)C1 (configuration not stated)	15.4
COC(=O)c1cc(-c2ccc3ccccc3c2)[nH]c(=O)c1C#N	10.1
C=CCn1c(SCC)nc2sc3c(c2c1=O)CC(C)(C)OC3	7.3
C[C@@H](CCC(=O)O)C(=O)O	16.4
CC1CCc2c(sc3nc(C(C)C)n4c(SCC(=O)N5CCCC5)nnc4c23)C1 (configuration not stated)	5.3
Cc1ccc(CNc2nc3c(c(=O)[nH]c(=O)n3C)n2CCO)cc1	11.4
CC(=O)Oc1ccccc1C(=O)NCCN1CCOCC1	10.5
CCC(C)(C)NC(=O)C(c1ccc(C)cc1)N(CC1CCCO1)C(=O)c1csnn1 (configuration not stated)	4.5
COc1ccc(-c2cc(=O)c3c(O)c(OC)c(OC)c(OC)c3o2)cc1	7.4
CCc1nc(SCC(=O)NCc2ccc(OC)cc2)c2c(C)c(C)sc2n1	12.0

# (cont.)
Structure	EP2 antag
CC1(C)c2[nH]c3ccccc3c2C[C@H]2C(=O)N(Cc3ccccc3)C(=O)N21	7.4
COc1ccccc1-n1c(SCC(=O)N2CCCC2)nnc1-c1ccncc1	9.6
COc1ccc2cc(C)c3nn(CC(=O)Nc4ccccn4)c(=O)n3c2c1	10.8
COc1ccc(OC)c(/C=C/C(=O)c2ccc3c(c2)OCCO3)c1	9.7
COc1ccc2nc(-c3ccc(NC(C)=O)cc3)[nH]c2c1	3.8
Cc1cc(C)c2c(NCc3c(F)cccc3F)n[nH]c2n1	6.2
Cc1cc(CNC(=O)Cn2cnc3sc(C)cc3c2=O)c2[nH]c(C)c(C)c2c1	3.2
O=C(O)c1ccccc1C(=O)Nc1cc2c(cc1Br)-c1ccccc1C2=O	33.2
Nc1ccc(C(=O)Nc2ccc3nc(NC(=O)C4CCCCC4)sc3c2)cc1	20.9
CCCC(=O)N(C)c1nnc(-c2ccc(F)cc2)s1	20.0
Cc1ccc(N2CCCC2=O)cc1S(=O)(=O)NC1C2CCCCC21 (configuration not stated)	5.9
CC1CCCN(c2ccc(NS(=O)(=O)c3ccc4[nH]c(=O)[nH]c(=O)c4c3)cc2)C1 (configuration not stated)	-0.6
COCCCn1c(Cc2ccccc2)nnc1SCC(=O)N1CCOCC1	11.1
COc1cccc(NC(=O)CSc2nc3cc4c(cc3cc2C)OCO4)c1	19.9
Cc1ccc2cc3c(N)c(C(=O)N4CCOCC4)sc3nc2c1C	9.1
CCOC(=O)c1cnc2c(-c3ccc(Cl)cc3)cnn2c1N	12.2
COCCn1c(SCC(=O)Nc2ccccc2Br)nc2sc3c(c2c1=O)CCC3	10.3
CCN1CCN(C(c2cc3cc4c(cc3[nH]c2=O)OCO4)c2nnnn2C(C)(C)C)CC1 (configuration not stated)	7.3
COc1ccccc1NC(=O)Cn1nnc(-c2ccccc2-n2cnnn2)n1	8.6
CCNC(=S)N(CCc1cccc(C)c1)Cc1cc2cc(C)c(C)cc2[nH]c1=O	16.2
CC1CN(CC(=O)Nc2nc3cc(Cl)ccc3s2)CC(C)O1 (configuration not stated)	17.0
O=C1CCc2cc(S(=O)(=O)Nc3cccc(-c4ccc(F)cc4)c3)ccc2N1	11.6
Cc1cc(C(F)(F)F)c2c(NC/C=C/c3ccco3)n[nH]c2n1	15.8
CCCc1nc2cc(NC(=O)c3cc4c([nH]c3=O)CCCCC4)ccc2n1C	12.1
CC(Cc1ccc2c(c1)OCO2)c1nc2cnccn2c1NCc1ccccc1 (configuration not stated)	2.0

# Following part:
Structure	EP2 antag
CCCc1nnc(N)s1	6.7
COc1ccc(-n2c(-c3cccnc3)n[nH]c2=S)cc1	11.1
Cc1ccc(NCc2nnc(SCC(=O)OC3CCCCC3)n2C)cc1	4.2
CC1=C(CCC(=O)O)c2cc3nc(cc4[nH]c(cc5[nH]c(cc1n2)c(C)c5C(C)O)c(C)c4C(C)O)C(C)=C3CCC(=O)O (configuration not stated)	14.7
COc1ccccc1C1(O)CCN(CC(O)c2ccc(F)c(F)c2)CC1 (configuration not stated)	6.3
O=C(Cc1cccs1)Nc1ccc2ccccc2c1	6.8
CC1(C)Oc2ccc(S(=O)(=O)NCCCCO)cc2NC1=O	4.8
COc1cccc(NC(=O)CSc2nnc3c4c(C)c(C)sc4ncn23)c1	10.8
CC(C)n1c(=O)n(CC(=O)Nc2ccc3c(c2)OC(C)(C)O3)c2cccnc21	2.2
Cc1cccc(-c2nnc(SCC(=O)O)n2C)c1	11.7
CSc1ncnc2c1ncn2CC(=O)[C@@H]1CC[C@@H]2[C@H]3CCC4=CC(=O)CC[C@@]4(C)[C@@H]3CC[C@]21C	64.1*
Cn1c(CNc2ccccc2C#N)c(C#N)c2ccccc21	7.9
Cc1ccc2cc(C(c3nnnn3C3CCCC3)N3CCC(C)CC3)c(=O)[nH]c2c1C (configuration not stated)	8.5
c1ccc(CCCN2CCNCC2)cc1	9.9
COc1ccc(N=c2oc3ccc(Br)cc3cc2C(=O)NCC2CCCO2)cc1OC (configuration not stated)	7.1
CCOc1nc(-c2cccc(OC)c2)ccc1-c1noc(-c2cccnc2)n1	5.3
CCOC(=O)Cn1c(C(F)(F)F)nc2nc(Cl)c(Cl)nc21	40.0*
NC(=O)c1c(NC(=O)CSc2nnc(-c3ccccc3)n2Cc2ccco2)sc2c1CCC2	5.3
CSc1[s+]sc2c1-c1cc(C)ccc1NC2(C)C	10.2
O=C(Nc1ccccc1)NC1CC2CCC(C1)N2CC(=O)N1CCCC1 (configuration not stated)	9.3
COc1ccc(-n2nnnc2SCC(=O)Nc2ccccc2C)cc1OC	11.3
CC1CCCN(c2nc3c(c(=O)[nH]2)CN(CC2=Cc4ccccc4OC2)CC3)C1 (configuration not stated)	3.1
COc1ccccc1C1(O)CCN(Cc2ccnc3ccc(Cl)cc23)CC1	2.0
CC(=O)N(Cc1ccccc1)Cc1cc2cccc(C)c2n2nnnc12	9.0
COc1ccc(OC)c(C2NC(=O)C(O)=C2C(=O)c2cccs2)c1 (configuration not stated)	31.3

# New compounds follow:
Structure	EP2 antag
CC(C)(C)C(=O)Nc1nnc(SCC(=O)Nc2ccccc2Cl)s1	2.6
CN(C)c1ccc(NC(=O)CSc2ncnc3sc4c(c23)CCCC4)cc1	16.9
CC(=O)Nc1ccc(C(=O)CSc2nnc(-c3ccco3)n2C)cc1	7.7
CC1CC(C)CN(C(=O)CN2CCC(n3nnc4ccccc4c3=O)CC2)C1 (configuration not stated)	7.6
C[N+]1(C)Cc2cc3ccccc3c(-c3ccccc3)c2C1	12.4
O=C(CCc1ccccc1)N1CCC[C@@H](Cn2nc(-c3cccs3)ccc2=O)C1	10.1
COc1ccc(Cn2nnnc2C(c2cc3cc4c(cc3[nH]c2=O)OCO4)N2CCCC(C)C2)cc1 (configuration not stated)	8.8
O=C(NC1CC2(CCCC2)Oc2ccccc21)c1cnccn1 (configuration not stated)	8.4
CC(C)c1ccc(OCC(=O)Nc2ccc(NC(=O)c3ccco3)c(Cl)c2)cc1	9.4
COCCNc1nc2c(c(=O)[nH]c(=O)n2C)n1Cc1ccccc1Cl	5.0
Cc1cc(C)c2cc(CN(CC3CCCO3)C(=O)Nc3ccc(Cl)cc3)c(=O)[nH]c2c1 (configuration not stated)	10.3
Cc1ccc(-n2c(SCCN3CCOCC3)nnc2-c2ccncc2)cc1	21.1
CCCCNC(=O)Cn1nc(-c2ccc(C)o2)cc(N)c1=O	20.3
CCC(C)Nc1nc2c(c(=O)n(C)c(=O)n2C)n1CC(O)COc1ccc(OC)cc1 (configuration not stated)	8.0
Cn1c2ccccc2n2c(=O)n(CC(=O)N3CCOc4ccccc43)nc12	4.5
COc1nc(-c2ccc(C)cc2)ccc1-c1noc(-c2ccncc2)n1	7.7
CCC(=O)N(Cc1ccc(C)cc1)Cc1cc2cccc(C)c2[nH]c1=O	15.1
Cc1ccc2cc(CN(Cc3ccc(F)cc3)C(=O)c3ccco3)c(=O)[nH]c2c1	10.1
CCCn1c(SCC(N)=O)nnc1-c1ccccn1	9.1
CCOc1ccc(N(CC(=O)NCc2ccc(OC)cc2)C(=O)c2csnn2)cc1	8.9
CC(=O)O[C@@H]1CC2C(C)(C)C(=O)[C@@H]3O[C@@H]3[C@]2(C)C2CC[C@]3(C)C(=CC(=O)O[C@H]3c3ccoc3)[C@@]21C (some centres not stated)	11.3
CCc1ccc2[nH]c(=O)c(CN(Cc3cccs3)C(c3nnnn3C3CCCC3)C(C)C)cc2c1 (configuration not stated)	10.3
CCC(=O)Nc1ccc(NC(=O)c2cccs2)cc1	8.3
S=C(Nc1ccc(Cl)cc1)N1CCC(c2nc3ccccc3s2)CC1	8.7
COc1ccc(C(=O)CSc2nc(Cc3cccs3)nc3ccccc23)cc1	9.5
Cc1cc2cc(C#N)c(SCC(=O)N3CCCC(C)C3)nc2cc1C (configuration not stated)	8.2
Cc1ccc(C(=O)Nc2nc(C)c(C(=O)Nc3cccnc3)s2)cc1	10.7
COc1ccc(NC(=O)c2ccco2)cc1NC(=O)C(C)C	13.5

# High-throughput results as filed in PubChem.

# These rows are one share of the data; rates above refer to the full screens.
